# Arr AP2 block – blocks beta-arrestin peptide binding to AP2 adaptin; inhibition, % at 10 µM; FITC-arrestin peptide / GST-AP2 beads, flow cytometry; AP2 beta2 appendage carries R879A mutation; hit rate 0.31% among 340,000;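 active = inhibition above a set limit, near 3 SD of compounds lacking own fluorescence, cut at about 54% in these data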;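 note: plate controls were DMSO wells for no effect and 5 µM unlabelled arrestin peptide for full effect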
#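 Material – AP2 appendage R879A on GSH beads · Buffer or medium – PBS with 0.05% Tween 20 and 0.1% BSA · Probe or stimulus – fluorescein-tagged arrestin peptide at 50 nM final · Incubation – compound with beads 12 min RT, then probe 1 h RT · Detection – high-throughput flow cytometry of beads, ex 488, em 535 nm · Evaluation – percent response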
# Pemphigus Ab inh – inhibitors of pemphigus antibody binding to human desmoglein-3; P32926; binding (percent of control), % at 10 µM; DSG3-coupled beads, scFv-anti-DSG3-GFP binding, flow cytometry; hits give low values; hit rate 0.48% among 310,000; AID 588358;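 active = binding more than 3 SD below its plate's average and above zero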;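 note: hits lower antibody fragment binding to DSG3; some compounds called inactive have numbers as strong as hits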
# LANA DNA inh – KSHV C-LANA DNA binding inhibition; MBP-C-LANA/FAM-LBS DNA binding, fluorescence polarization; inhibition, % at 9 µM; hit rate 0.078% among 340,000; AID 504423;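 active = highest replicate inhibition at or above 60% at 9 µM, even if other replicates fall short; inactive = all replicates below 60% inhibition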;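 note: 0% = neutral control wells and 100% = 4 µM acridine orange control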
# Keap1-Nrf2 PPI – disrupts human Keap1 binding to Nrf2 peptide | AID 504523 | hit rate 0.15% among 340,000 | Q14145 | inhibition, % at 9.4 µM | Keap1 Kelch-Nrf2 peptide fluorescence polarization, 1536-well; in the data active = inhibition above about 12%;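 note: human Keap1 Kelch domain with fluorescein labeled Nrf2 9mer peptide probe; 0% = neutral control wells and 100% = peptide positive control; higher means more block of Keap1 binding to Nrf2 peptide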
# CAL PDZ FP-1 – human CAL PDZ-peptide interaction inhibition; hit rate 0.02% among 330,000; AID 504414; Q9HD26; inhibition, % at 20 µM; purified CAL PDZ, TMR-peptide fluorescence polarization, 1 h;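 active = highest replicate inhibition of at least 40%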;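 note: plate controls were DMSO neutral control wells for no effect and unlabeled competitor peptide control wells for full effect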
#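 System: purified tagged CAL PDZ domain construct (CerCALP). Schedule: 1 h incubation at room temperature before polarization reading. Medium: 25 mM sodium phosphate pH 7.4, 150 mM NaCl, TCEP, IgG, Thesit. Read-out: percent inhibition from loss of millipolarization. Measured by: FP readout, S and P plane fluorescence. Probe or stimulus: fluorescent TMR peptide probe.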
# RTF Ca sens inh – cardiac RTF calcium desensitization | P19429+P45379 | IANBD-labeled cardiac RTF, Ca2+ fluorescence | inhibition, % at 7.15 µM | hit rate 0.12% among 340,000 | AID 493244;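 active = inhibition above the mean inhibition of all tested compounds plus 3 SD, cut at about 17% in these data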;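 note: assay run at fixed EC70 calcium of 1.6 mM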
# V-ATPase pHluor – yeast V-ATPase proton transport regulation by pHLuorin; S. cerevisiae, pHLuorin cytosolic pH fluorescence; response, % at 10 µM; hit rate 0.37% among 350,000; AID 504577; in the data active = response mostly above about 7.3%, no sharp cut-off; inactive = mostly below about 5.4%; note: actives read high; inactives centre near 0; some compounds called inactive have numbers as strong as hits; reference of the scale not given here
# NSD2 HMT inh – inhibitors of human histone methyltransferase NSD2. AID 743445. hit rate 0.54% among 310,000. inhibition, % at 12.5 µM. NSD2 peptide methylation, AlphaScreen, 120 min. O96028; in the data active = inhibition above about 50%
# Target sequence (O96028 whole entry, looked up): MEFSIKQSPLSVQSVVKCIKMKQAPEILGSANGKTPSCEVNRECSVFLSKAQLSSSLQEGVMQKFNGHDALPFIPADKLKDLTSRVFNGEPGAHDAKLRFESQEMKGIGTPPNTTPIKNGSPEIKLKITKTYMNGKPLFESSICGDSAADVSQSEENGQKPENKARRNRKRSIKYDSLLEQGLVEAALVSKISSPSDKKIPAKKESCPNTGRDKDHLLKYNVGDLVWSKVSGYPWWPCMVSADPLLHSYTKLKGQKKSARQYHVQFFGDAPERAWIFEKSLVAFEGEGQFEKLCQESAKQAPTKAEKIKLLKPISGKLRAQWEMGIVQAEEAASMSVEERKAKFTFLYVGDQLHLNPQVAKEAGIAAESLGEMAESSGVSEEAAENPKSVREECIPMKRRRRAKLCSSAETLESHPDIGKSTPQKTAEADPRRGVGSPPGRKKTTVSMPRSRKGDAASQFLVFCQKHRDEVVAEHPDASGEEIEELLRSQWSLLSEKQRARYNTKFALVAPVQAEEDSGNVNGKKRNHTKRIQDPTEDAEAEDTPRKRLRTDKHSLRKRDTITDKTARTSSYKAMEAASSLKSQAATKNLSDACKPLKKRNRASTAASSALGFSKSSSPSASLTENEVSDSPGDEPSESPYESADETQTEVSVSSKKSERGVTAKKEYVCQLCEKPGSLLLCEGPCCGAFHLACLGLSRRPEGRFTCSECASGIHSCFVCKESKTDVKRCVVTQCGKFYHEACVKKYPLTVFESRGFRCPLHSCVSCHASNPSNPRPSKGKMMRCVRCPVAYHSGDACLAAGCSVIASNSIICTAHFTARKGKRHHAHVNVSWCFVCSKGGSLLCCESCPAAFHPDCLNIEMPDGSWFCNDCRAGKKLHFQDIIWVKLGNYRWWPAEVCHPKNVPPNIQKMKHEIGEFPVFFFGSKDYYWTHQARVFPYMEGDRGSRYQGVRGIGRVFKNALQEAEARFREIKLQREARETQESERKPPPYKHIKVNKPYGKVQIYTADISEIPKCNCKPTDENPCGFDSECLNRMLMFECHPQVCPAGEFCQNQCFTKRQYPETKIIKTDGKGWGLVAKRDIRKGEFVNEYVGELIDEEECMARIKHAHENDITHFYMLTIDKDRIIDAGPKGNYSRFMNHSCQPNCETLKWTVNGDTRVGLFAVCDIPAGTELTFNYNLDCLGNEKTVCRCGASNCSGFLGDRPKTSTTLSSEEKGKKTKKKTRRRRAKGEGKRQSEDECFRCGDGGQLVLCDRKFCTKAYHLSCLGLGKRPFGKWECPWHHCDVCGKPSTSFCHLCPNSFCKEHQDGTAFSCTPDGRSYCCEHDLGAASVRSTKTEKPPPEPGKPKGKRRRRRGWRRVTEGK
# CAL PDZ FP-2 – CAL PDZ (human) peptide binding inhibition. inhibition, % at 24.9 µM. AID 602252. hit rate 0.92% among 300,000. Q9HD26. purified CAL PDZ, TMR-peptide fluorescence polarization, 1 h;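 active = mean inhibition of at least 30% with at least half of replicates also reaching 30%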;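 note: 0% = DMSO neutral control and 100% = excess unlabeled competitor peptide PRC23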
# DAGLB inh – blocks human DAGLB lipase activity; Q8NCG7; HEK293T DAGLB membrane lysate, EnzChek fluorogenic substrate; inhibition, % at 5.17 µM; hit rate 0.059% among 340,000; in the data active = inhibition above about 34%;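 note: 0% = enzyme with vehicle and 100% = wells lacking enzyme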
# * hit, by the source's call; nt = no result given.
SMILES,Arr AP2 block,Pemphigus Ab inh,LANA DNA inh,Keap1-Nrf2 PPI,CAL PDZ FP-1,RTF Ca sens inh,V-ATPase pHluor,NSD2 HMT inh,CAL PDZ FP-2,DAGLB inh
Nc1nnc(CCC2CCCCC2)s1,31,nt,-1.0,-6,-7.7,-28,nt,15,-16,2
CCOc1ccccc1NC(=O)NC(C)c1ccc2c(c1)OCO2 (centres undefined),13,nt,-0.1,1,-1.8,4,1,-1,-1,-3
O=C(NC(=S)Nc1cc(Cl)ccc1O)c1cccc(Br)c1,-16,121,0.1,-9,-0.6,0,0,-1,27,-2
Cc1ccc(C)c(OCC(=O)Nc2ccc(C(=O)O)cc2NC(=O)COc2cc(C)ccc2C)c1,4,108,2.5,-1,-1.8,-1,7,9,2,7
CC(C(=O)NC1CCCc2ccccc21)N1C(=O)C2CCCCC2C1=O (centres undefined),5,112,1.1,-3,-1.4,-4,-2,0,-9,0
CN1CCN(NC(=O)Nc2ccc([N+](=O)[O-])cc2)CC1,-7,111,0.3,-1,-1.6,3,-1,-2,0,0
COc1ccc(S(=O)(=O)NCC2CCCO2)cc1C(=O)O (centres undefined),11,101,-1.4,1,nt,3,5,1,16,-2
CCN(CC)P(=O)(Nc1ccc(C)cc1Br)c1ccc(N(C)C)cc1NC(=O)c1ccco1 (centres undefined),7,104,0.6,-1,-2.4,6,0,12,-2,-4
COc1ccc(OC)c(S(=O)(=O)N2CCN(CC(O)COc3ccccc3)CC2)c1 (centres undefined),27,nt,-0.3,0,-2.2,-10,6,3,-4,-2
COc1ccc(CNC(=O)C(c2ccccc2F)N(C(=O)c2csnn2)C2CC2)cc1 (centres undefined),11,98,-0.4,-2,-2.4,-10,2,-5,-3,-2
O=C(NCc1ccccn1)c1cc2n(n1)C(C(F)(F)F)CC(c1ccco1)N2 (centres undefined),-1,nt,0.6,-2,-1.8,-5,1,2,11,1
COc1cccc(-c2nc(CS(=O)(=O)CC(=O)NC3CCCCC3C)c(C)o2)c1 (centres undefined),2,105,-2.3,-3,-0.2,-3,0,-3,5,2
Cc1ccc(S(=O)(=O)NC2=NCN(CCOC(=O)c3ccc([N+](=O)[O-])cc3)CN2)cc1,5,100,-1.9,-2,nt,-2,-5,-3,-4,0
COc1ccccc1Oc1cn[nH]c1-c1ccc(O)cc1O,-10,95,0.7,-3,-1.7,-6,-2,5,0,0
COc1ccc(C(=O)O/N=C(\N)c2ccc(OC)c(OC)c2)cc1,-8,111,2.4,2,nt,-14,-3,-5,-5,-5
Cc1ccc(NC(=O)Cn2ccc([N+](=O)[O-])n2)cc1C,19,nt,1.7,3,1.9,-8,-1,1,-9,2
O=C(COC(=O)c1cc(=O)[nH]c2ccccc12)NC1CCCCC1,20,85,1.5,-6,-0.6,-1,0,-1,nt,-1
NC(=O)c1nc(-c2ccccc2)c(-c2ccccc2)[nH]c1=O,13,116,-0.2,-7,-1.0,0,2,-2,16,4
COc1cc(N)c2ncccc2c1Br,-4,nt,-1.9,-8,1.8,6,-4,152*,0,1
COc1cccc(C2C(C#N)=C(N)Oc3cc(C)n(Cc4ccccn4)c(=O)c32)c1OC (centres undefined),35,101,0.5,1,-0.6,2,1,-2,nt,-2
CC(=O)c1cc2c(cc1NS(=O)(=O)c1ccc(C)cc1)OCO2,8,100,0.4,2,0.1,0,3,-5,1,-4
Cc1ccc(C)c(S(=O)(=O)NCC(c2ccc3c(c2)OCO3)N2CCOCC2)c1 (centres undefined),-3,102,0.1,-3,0.0,6,-3,1,-2,-2
O=C(/C(=C/c1ccc(Cl)cc1)c1nc2ccccc2[nH]1)c1cccs1,30,99,-0.3,0,-1.8,3,-5,nt,nt,8
O=C(CCS(=O)(=O)c1ccc(F)cc1)Nc1nnc(-c2cccs2)o1,0,119,-0.6,-2,-0.5,3,0,-1,-1,0
CCOc1ccc(NC(=O)CC2C(=O)N(c3cccc(OC)c3)C(=O)N2C(C)C)cc1 (centres undefined),3,96,-1.3,-3,-0.1,0,-4,nt,0,-2
Cc1cc(Cc2cc(C)c(N)cc2C)c(C)cc1N,14,118,0.3,3,15,-6,-3,0,-13,4
CCOc1cc(Cl)c(S(=O)(=O)NCCCn2ccnc2)cc1Cl,-1,101,-1.0,-9,-2.6,-8,-2,nt,-7,-2
Cc1c(NS(=O)(=O)c2cccc(C(=O)NCc3ccccc3Cl)c2)c(=O)n(-c2ccccc2)n1C,2,108,5.5,-4,0.0,-2,-3,-3,nt,2
COC(=O)NN=C1CCC(c2ccccc2)CC1 (centres undefined),28,110,-0.6,1,-2.5,7,-2,0,2,4
CCOc1ccc(CCN2C(=S)N([C@@H](CC(C)C)CN3CCCC3CN3C(=S)NC[C@@H]3Cc3ccc(O)cc3)C[C@@H]2Cc2ccc(O)cc2)cc1 (some centres undefined),-16,99,1.1,-2,-1.5,-5,1,nt,-1,0
COc1cccc(OC)c1C(=O)Nc1ccc2c(c1)N(S(=O)(=O)c1cccs1)CCC2,15,132,0.2,-9,-3.8,-11,0,-6,-5,1
O=C(c1cc(F)c(F)cc1Cl)N1CCCCC1,29,95,0.4,0,-0.2,2,-5,0,-5,-2
NC(=O)c1nsc(C(=O)N(CC(=O)NCc2ccc3c(c2)OCO3)C2CCCC2)c1N,-11,107,0.4,4,-0.4,-4,-3,1,nt,-1
CCC(=O)Nc1cccc(-c2cc3ccccc3oc2=O)c1,5,81,1.3,-3,-2.3,-1,-3,nt,-3,-4
CCNC(=O)CP(=O)(c1ccccc1)c1ccccc1,27,73*,-0.6,-1,0.5,-2,5,0,-1,-1
CCCCN(C(=O)c1cccc(S(=O)(=O)N(CC)c2ccccc2)c1)c1c(N)n(CCCC)c(=O)[nH]c1=O,13,98,0.4,0,-0.6,1,-1,-2,7,0
c1csc(CSc2nc3ccccc3s2)c1,17,102,1.1,-1,-2.4,7,-2,-3,2,-12
CCOC(=O)c1c(C)oc2c1c(C(c1cccnc1)N1CCCCC1)c(O)c1ccccc12 (centres undefined),3,106,-1.6,-2,0.8,-8,2,4,0,-4
Cn1nc(NC(=O)CC(C)(C)CC(=O)O)c2ccccc21,39,94,0.8,2,-1.1,nt,-3,4,4,nt
NC(=O)c1nsc(C(=O)N(c2ccc(F)cc2)C(C(=O)NCC2CCCO2)c2c[nH]c3ccccc23)c1N (centres undefined),4,nt,0.4,0,-1.7,-2,0,-2,0,0
CC(C)(C)c1ccc(C(=O)NNC(=O)c2cccc(Br)c2)cc1,15,nt,0.3,-5,-1.9,-9,1,-1,-2,-7
CN1CCN(C2=C(Cl)C(=O)N(c3cccc(Cl)c3)C2=O)CC1,27,nt,2.5,0,nt,-16,0,nt,-2,0
CCOC(=O)Nc1nnc(-c2ccccc2OC)s1,3,93,-0.6,-6,-3.7,-8,2,-1,-5,-3
O=C(Nc1ccc2c(c1)OCCO2)N1CCN(c2ccc(F)cc2)CC1,44,102,5.2,5,-1.5,-5,0,-1,3,1
CNc1ncc(C(=O)c2ccccc2)s1,5,98,-0.5,0,0.7,0,-2,-1,5,0
COC(=O)[C@H](C)NC(=O)NCc1ccc(S(N)(=O)=O)cc1,4,84,0.9,0,0.4,4,-2,nt,3,2
O=C(Nc1ccc2c(c1)OCO2)c1cncc(Br)c1,11,103,-1.3,4,-1.3,-11,-4,-1,-1,-5
CN(c1ccccc1)S(=O)(=O)c1cccc(NC(=O)CSc2nccc(=O)[nH]2)c1,-6,97,1.1,-8,0.3,-1,-1,1,-4,2
O=C(NCCC1=CCCCC1)c1ccc([N+](=O)[O-])cc1,-3,109,-1.2,-4,0.1,-4,-4,-1,-3,-2
CC(C)N1CCc2c(sc(NC(=O)Cc3ccccc3)c2C(N)=O)C1,6,109,1.5,-2,-0.8,-10,-3,nt,nt,-1

# The listing continues.
SMILES,Arr AP2 block,Pemphigus Ab inh,LANA DNA inh,Keap1-Nrf2 PPI,CAL PDZ FP-1,RTF Ca sens inh,V-ATPase pHluor,NSD2 HMT inh,CAL PDZ FP-2,DAGLB inh
Cc1ccc2[nH]c(C(=O)O)c(NC(=O)CN3CCN(c4cccc(C)c4C)CC3)c2c1,-1,118,0.4,-5,0.6,6,-3,4,nt,12
CC(C)(C)S(=O)N1Cc2cc(=O)n(Cc3ccccc3)c(CCO)c2[C@H]1CCO (some centres undefined),15,117,0.6,1,-0.2,-9,2,nt,-2,2
O=C(N/N=C/c1cccnc1)c1ccc(NC(=O)c2ccccc2Cl)cc1,0,107,0.4,-1,-2.3,9,8,-1,-5,1
Cc1cccc(OCC(=O)N2CCc3ccccc3C2)c1,8,115,4.7,0,0.8,1,-1,7,nt,-6
CCOC(=O)N1CCN(C(=O)C2CCN(Cc3ccc(OC)cc3OC)CC2)CC1,1,85,1.5,-4,0.7,-9,-3,0,2,-5
CCc1ccc(-c2cc(C(=O)NN3CCOCC3)c3ccccc3n2)cc1,5,115,1.0,-3,nt,-5,-2,-1,-6,-2
COc1ccc(CCCc2nnc(SCc3nc4ccccc4c(=O)[nH]3)n2C)cc1,2,83,1.6,2,-2.2,-4,2,-3,-1,2
CCc1ccc(N(CC(=O)O)S(=O)(=O)c2c(C)noc2C)cc1,13,nt,-0.5,2,0.7,-14,0,nt,-2,0
Cc1cccc(C(=O)NNC(=O)c2cccc([N+](=O)[O-])c2)c1,-5,102,2.9,-4,-1.4,1,2,-2,6,-1
Cn1c(O)c(N=NC(=O)CNC(=O)c2ccco2)c2ccccc21,4,97,-0.7,2,-2.7,-7,-3,-2,0,-3
Cc1c(NC(=O)CSc2nnc(-c3cccc(Cl)c3)o2)c(=O)n(-c2ccccc2)n1C,15,nt,-3.8,1,-1.1,-8,4,-1,-1,-3
COC(=O)c1ccc(S(=O)(=O)N2CCCN(Cc3ccccc3)CC2)n1C,-3,nt,-0.7,-3,0.0,-6,3,1,-4,0
COc1ccc(/C(O)=C2/C(=O)C(=O)N(Cc3cccnc3)C2c2ccccn2)cc1 (centres undefined),8,110,0.4,-7,-1.3,-10,0,nt,-3,0
OCCc1c[nH]c2ccc(C(F)(F)F)cc12,0,107,-0.5,-6,0.6,0,-3,nt,-2,3

# Complete entries, quoted from the list. Order of values: Arr AP2 block | Pemphigus Ab inh | LANA DNA inh | Keap1-Nrf2 PPI | CAL PDZ FP-1 | RTF Ca sens inh | V-ATPase pHluor | NSD2 HMT inh | CAL PDZ FP-2 | DAGLB inh
# Profile of CCOC(=O)N1CCN(C(=O)C2CCN(Cc3ccc(OC)cc3OC)CC2)CC1 : 1 | 85 | 1.5 | -4 | 0.7 | -9 | -3 | 0 | 2 | -5
# Profile of O=C(Nc1ccc2c(c1)OCCO2)N1CCN(c2ccc(F)cc2)CC1 : 44 | 102 | 5.2 | 5 | -1.5 | -5 | 0 | -1 | 3 | 1

# Assay outcomes from PubChem.

# Only part of the results is shown. The share of hits here may be higher or lower than overall.
